Assay outcomes: PubChem BioAssay, National Center for Advancing Translational Sciences (NCATS)
N370S GC – inhibitors or activators of N370S glucocerebrosidase for Gaucher disease; P04062; N370S GC spleen homogenate, 4MU-glucoside fluorescence; Potency, µM (highest dose often 59.4 µM), inactives show top-dose activity change, negative = inhibition, hits mostly inhibitors; actives 0.092% (n = 330,000); AID 2101;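 further: 0% = full enzyme activity and -100% = no enzyme basal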
TDP1 inh – inhibitors of human tyrosyl-DNA phosphodiesterase TDP1; AID 485290; Potency, µM (highest dose often 130 µM), for inactives: top-dose activity change, negative = inhibition, hits mostly inhibitors; recombinant TDP1, AlphaScreen DNA substrate cleavage; actives 0.28% (n = 350,000); Q9NUW8; further: nearly all actives have a fitted effect of over 40% in size
Target sequence (Q9NUW8 whole entry, looked up): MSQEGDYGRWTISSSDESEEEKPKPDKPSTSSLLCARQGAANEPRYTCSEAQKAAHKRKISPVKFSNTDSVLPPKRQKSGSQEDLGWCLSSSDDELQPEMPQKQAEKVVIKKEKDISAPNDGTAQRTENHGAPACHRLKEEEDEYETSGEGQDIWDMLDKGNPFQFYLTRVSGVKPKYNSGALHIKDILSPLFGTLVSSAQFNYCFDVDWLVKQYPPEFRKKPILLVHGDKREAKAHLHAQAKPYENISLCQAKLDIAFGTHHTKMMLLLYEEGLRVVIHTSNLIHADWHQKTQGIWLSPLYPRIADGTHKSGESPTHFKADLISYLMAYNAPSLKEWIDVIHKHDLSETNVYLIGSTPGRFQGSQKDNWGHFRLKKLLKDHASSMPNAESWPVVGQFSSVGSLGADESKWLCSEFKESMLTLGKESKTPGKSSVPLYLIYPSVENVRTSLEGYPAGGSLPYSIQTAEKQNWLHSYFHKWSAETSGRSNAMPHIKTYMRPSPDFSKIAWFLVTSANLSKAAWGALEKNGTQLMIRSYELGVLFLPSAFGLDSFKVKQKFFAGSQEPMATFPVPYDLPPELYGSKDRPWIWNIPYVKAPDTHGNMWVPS
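Tdp1 1 nM final; 15 min RT w/ cpd; substrate 15 nM, 5 min; beads 10 ug/ml, 10 min; AlphaScreen read. Neg ctrl: no enzyme.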
FEN1 inh – human FEN1 inhibition. P39748. Recombinant FEN1 flap cleavage, fluorescence, 15 min. Potency, µM (doses to about 114 µM), without a hit: top-dose activity change, negative = inhibition, hits mostly inhibitors. actives 0.35% (n = 390,000); further: nearly all actives have a fitted effect of over 65% in size
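FEN1 at 10 nM preincubated with compounds 15 min at room temperature, then flap DNA substrate added at 50 nM final. Signal read at 0 and 15 min; concentration-response fitted with four-parameter Hill equation.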
Active calls of the source: *; u = inconclusive; x = no result given; & = joins results of further samples; [ ] = remark or other dose. The call rests on the fitted dose curve; in most records, active means well fitted curve in the direction sought with a large enough effect; inconclusive means small, poorly fitted or top-dose-only effect, or another doubt; inactive means no such curve, though single readings can be large; an effect the other way counts as inactive or inconclusive. Unless noted, on the % scale 0 is the no-effect control and ±100 the full control effect; potency means the concentration at half of the fitted maximal effect.

#	N370S GC	TDP1 inh	FEN1 inh	SMILES
1	u	1%	-19%	CCCCCc1cc(=O)oc2c(C(CCN3CCCCC3)c3cc(OC)c(OC)c(OC)c3)c(OC)cc(OC)c12 (stereo not given)
2	-12%	8%	-2%	COC(=O)c1n[nH]nc1-c1ccccc1
3	3%	4%	-4%	O=C(COc1ccc([N+](=O)[O-])cc1)NCc1cccnc1
4	x	-2%[56.1 µM]	14%	N#Cc1ccccc1OCC(=O)N1CCN(S(=O)(=O)c2ccc(Cl)cc2)CC1
5	-5%	4%[56.1 µM]	21%	O=C(Nc1cccnc1)c1ccc(Cl)c(S(=O)(=O)N2CCCC2)c1
6	-3%	8%	2%	COC(=O)c1cc(C(=O)Nc2nnc(CC(C)C)s2)cc([N+](=O)[O-])c1
7	1%[12.8 µM]	-1%	-3%	Cc1c(Br)cc(C(=O)NC2CCCCC2)c(C)c1C
8	5%	5%	-10%	O=C(COc1ccc2c(c1)OCO2)Nc1ccccc1C(F)(F)F
9	-2%	3%	-4%	O=C1NC(Nc2ccccn2)(C(F)(F)F)C(=O)N1c1ccc(F)cc1 (stereo not given)
10	-19%	0%	4%	N#CCCn1cc(C(=O)Nc2ccc(C(=O)O)cc2)c(-c2ccc([N+](=O)[O-])cc2)n1
11	0%	-3%	-6%	CCCCn1c(S(=O)(=O)O)nc2ccccc21
12	-3%	x	7%	CCC(=O)c1cn(CC(=O)Nc2cccc(C)c2C)c2ccccc12

The final six records of the section above lead into the next:
#	N370S GC	TDP1 inh	FEN1 inh	SMILES
7	1%[12.8 µM]	-1%	-3%	Cc1c(Br)cc(C(=O)NC2CCCCC2)c(C)c1C
8	5%	5%	-10%	O=C(COc1ccc2c(c1)OCO2)Nc1ccccc1C(F)(F)F
9	-2%	3%	-4%	O=C1NC(Nc2ccccn2)(C(F)(F)F)C(=O)N1c1ccc(F)cc1 (stereo not given)
10	-19%	0%	4%	N#CCCn1cc(C(=O)Nc2ccc(C(=O)O)cc2)c(-c2ccc([N+](=O)[O-])cc2)n1
11	0%	-3%	-6%	CCCCn1c(S(=O)(=O)O)nc2ccccc21
12	-3%	x	7%	CCC(=O)c1cn(CC(=O)Nc2cccc(C)c2C)c2ccccc12
13	-10%	2%	-6%	Cn1c(SCc2cccc(C(F)(F)F)c2)nnc1-c1ccco1
14	-1%	3%	-23%	Cc1ccc(NN2C(=O)C=C(c3ccccc3)C2=O)cc1
15	2%	5%	7%	CS(=O)(=O)N1CCN(c2ncccn2)CC1
16	x	3%	5%	Cc1cccc(N2CCN(C(=O)c3cnc4c(C)cccn4c3=O)CC2C)c1 (stereo not given)
17	1%	x	-8%	CCN1C(=O)[C@H]2[C@@H](c3ccc(OC)cc3)N3C(=O)CN(Cc4ccccc4)C(=O)[C@@]3(C)[C@H]2C1=O
18	5%	x	-3%	Cc1ccc(-c2nc3c4ccccc4ccn3c2CN2CCCCC2)cc1
19	3%	5%	8%	Cc1ccc(S(=O)(=O)NCCN=C(CN2CCOCC2)NS(=O)(=O)c2ccc(C)cc2)cc1
20	x	-1%[12.3 µM]	-7%	CCCSc1nc2sc3c(c2c(=O)n1Cc1ccccc1)CC(C)(CC)OC3 (stereo not given)
21	-2%	0%	-1%	CC(=O)Nc1ccc(OCC(O)Cn2c(C)nc3ccccc32)cc1 (stereo not given)
22	6%	2%	-1%	CCSCCNC(=O)c1cc(-n2cnnc2)ccc1Cl
23	-15%	8%	16%	Cn1c(=O)oc2cc(S(=O)(=O)N3CCCC(C(=O)NCC4COc5ccccc5O4)C3)ccc21 (stereo not given)
24	4%	-6%	-8%	COC(=O)c1ccc(OCC(=O)c2cccc(OC)c2)cc1
25	-9%	x	-6%	CCCn1c(Cc2ccccc2)n[nH]c1=S
26	x	3%	-7%	COc1ccc(-c2onc(C)c2C)cc1S(=O)(=O)NCc1ccc(Br)cc1
27	6%	1%&1%	7%&8%	Cc1ccc(S(=O)(=O)NCCSc2nnnn2-c2ccccc2)cc1
28	8%	3%	-30%	Cc1cccc(N(C(=O)c2snc(C(N)=O)c2N)C(C(=O)NCC2CCCO2)c2cccs2)c1 (stereo not given)
29	-5%	5%	1%	c1ccc(CN2OCC3Cn4c(nc5ccccc54)C32)cc1 (stereo not given)
30	-18%	x	-16%	COc1cc(C2NC(=O)CCC2[N+](=O)[O-])cc(Br)c1OC (stereo not given)
31	x	0%	46%[activator]	O=C(NCc1cccc2ccsc12)c1cccs1
32	4%	3%	15%	O=C(Nc1ccccc1-c1ccccc1)C1CCCC1
33	2%	1%	18%	Cc1c(NS(=O)(=O)c2ccc(C(=O)NCc3ccccc3)cc2)c(=O)n(-c2ccccc2)n1C
34	-16%	x	u	CCOC(=O)C1=C(C)N=c2s/c(=C/c3ccc(OCC(=O)O)cc3)c(=O)n2C1c1ccc(OC)cc1OC (stereo not given)
35	-2%	-9%[56.1 µM]	6%	Cc1c(O)c(=O)n(-c2ccccc2)n1C
36	10%	8%	-4%	CCOC(=O)c1c(NC(=O)CSc2nnc(CNC(=O)c3ccco3)n2C)sc2c1CCC2
37	-28%	3%	-7%	COc1ccccc1/C=C/C=N/NC(=O)c1ccncc1
38	-4%	8%	6%	CCCn1nnnc1NC(=O)COc1ccc(CC)cc1
39	2%	5%	-11%	Cc1cccc(-c2noc(CCC(=O)NCC3CCCO3)n2)c1 (stereo not given)
40	-6%	7%	6%	Cc1ncoc1C(=O)NCCC(c1ccccc1)c1ccccc1
41	5%	8%	8%	CCOC(=O)c1nnc(-c2ccc(C)cc2)nc1Sc1ccc(Cl)cc1
42	7%	5%	10%	O=C(c1ccc(CNS(=O)(=O)c2ccc(Br)cc2)cc1)N1CCCCC1
43	4%	-9%	8%	Cc1noc(C)c1Cc1c(Cl)cccc1Cl
44	-19%	1%	-6%	Cc1cc(N2CCN(C)CC2)nc2ccc(NC(=O)CCC(=O)N3CCN(c4ccc([N+](=O)[O-])cc4)CC3)cc12
45	9%	-7%	17%	COc1cccc(C(=O)OCC(=O)Nc2ccccc2N2CCOCC2)c1
46	u	1%	2%	CCCCOc1ccc(C(=O)NCC(=O)N(C)CC(=O)Nc2ccc(N3CCOCC3)cc2)cc1
47	-4%	7%	-2%	CCC(NS(=O)(=O)c1ccc(C)cc1)C(=O)N1CCC2(O)CCCCC2C1 (stereo not given)
48	6%	0%	-4%	CC1(C)CC(=O)C=C(NNC(=O)c2ccccc2)C1

Compound profiles (already shown).
`Cc1ncoc1C(=O)NCCC(c1ccccc1)c1ccccc1` is entered as N370S GC: -6%; TDP1 inh: 7%; FEN1 inh: 6%
`Cc1c(NS(=O)(=O)c2ccc(C(=O)NCc3ccccc3)cc2)c(=O)n(-c2ccccc2)n1C` is entered as N370S GC: 2%; TDP1 inh: 1%; FEN1 inh: 18%
`Cn1c(SCc2cccc(C(F)(F)F)c2)nnc1-c1ccco1` is entered as N370S GC: -10%; TDP1 inh: 2%; FEN1 inh: -6%

The results go on.
#	N370S GC	TDP1 inh	FEN1 inh	SMILES
49	4%	-5%	11%	CCOCCCNC(=O)c1ccc(-n2c(=S)[nH]c3ccccc3c2=O)cc1
50	2%	5%	7%	CCOC(=O)Cn1c(=O)c(F)cn(Cc2ccc(OC)c([N+](=O)[O-])c2)c1=O
51	x	0%	-16%	COC(=O)c1c(NC(=O)c2ccc(S(=O)(=O)N3CCC(C)CC3)cc2)sc2c1CCN(C)C2
52	-3%	5%	-1%	Cc1cc(C)c(C)c(S(=O)(=O)NCC(=O)Nc2sc3c(c2C(N)=O)CCCC3)c1C
53	7%	8%	-3%	NC(=O)/C(=C\c1ccccc1)NC(=O)/C=C/c1ccccc1
54	-3%	12%	-1%	O=C(N/N=C/c1cc([N+](=O)[O-])ccc1O)c1c[nH]c2ccccc12
55	x	4%	11%	COc1ccc(N2CCN(C(=O)c3ccc(-c4nc5ccccc5s4)o3)CC2)cc1
56	4%	0%	-7%	COc1ccc(C2CC(c3cccs3)=NN2c2nc(C)c(C(C)=O)s2)cc1OC (stereo not given)
57	0%	-2%	-4%	CC1CN(C(=O)c2scc3c2OCCO3)CC(C)O1 (stereo not given)
58	-12%	10%	x	Cc1ccccc1Nc1nc(-c2sc(NC(=O)c3cccc(Cl)c3)nc2C)cs1
59	x	-3%	-2%	COc1cc(OC)c(NC(=O)c2cnn(-c3ccccc3)c2-n2cccc2)cc1Cl
60	7%	-7%	-10%	CCNS(=O)(=O)c1ccc(NC(=O)c2cc(C(F)(F)F)nn2C)cc1
61	-4%	-2%	1%	Cc1ccc(C)c(S(=O)(=O)NCC(=O)Nc2sc3c(c2C(N)=O)CCC(C)C3)c1 (stereo not given)
62	x	1%	-5%	COc1ccccc1C(C)NC(=O)c1ccc(NC(=O)CC2SC(N3CCCC3)=NC2=O)cc1 (stereo not given)
63	-1%	-9%	-18%	Cc1ccc(C(=O)C(C)OC(=O)C2CCN(c3ccc(C(F)(F)F)cn3)CC2)cc1 (stereo not given)
64	14%	3%	-13%	CCOC(=O)C1CCCN(c2nc3ccccc3nc2C(C#N)C(=O)NCc2ccccc2)C1 (stereo not given)
65	15%	7%	-22%	CSCc1cc(N(C)C)nc(SCc2ccc(Cl)cc2Cl)n1
66	-1%	6%	-8%	O=[N+]([O-])c1ccccc1S(=O)(=O)N1CCc2ccccc2C1
67	2%	4%	9%	COC(=O)c1ccc(Oc2nc(C(N)=O)cc(-c3ccccc3)n2)cc1
68	x	0%	6%	COc1cc(OC)cc(C(=O)NCC(=O)OC(C)C(=O)NC(C)C2CC3CCC2C3)c1 (stereo not given)
69	x	-2%	7%	CCOC(=O)c1ccc(NS(=O)(=O)c2ccc3c(c2)OCCO3)cc1
70	0%	-3%	-2%	COc1ccc(CNC(=O)c2onc(C)c2Cl)cc1
71	x	4%	0%	Cc1ccc(S(=O)(=O)C(CNC(=O)c2c(F)cccc2F)c2ccco2)cc1 (stereo not given)
72	7%	3%	x	COC(=O)c1c(NC(=O)CN2CCN(S(=O)(=O)c3ccccc3)CC2)sc2c1CCC(C)C2 (stereo not given)
73	-10%	11%	7%	CC(C)c1ccc2c(c1)C(c1ccc(N3CCOCC3)cc1)=NNC(c1cccs1)=N2
74	-8%	5%	8%	COc1ccc(/C=N/Nc2nc(Nc3ccccc3)nc(N3CCCC3)n2)cc1
75	-10%	5%	1%	Cc1ccc(S(=O)(=O)Nn2c(O)c(C=C3N=c4ccccc4=N3)sc2=S)cc1
76	-4%	0%	-16%	CCCCCC(=O)NC(=S)Nc1cccc(C(C)=O)c1
77	23%	5%	-4%	O=C1CC(c2cccc(Cl)c2)CC(O)=C1C=NC1CCCC1 (stereo not given)
